Sm TGR inh = S. mansoni TGR enzyme inhibition; AID 485364; purified TGR, DTNB reduction, TNB absorbance 405 nm; Q962Y6; 360,000 tested, 3% active; Potency, µM (series often up to 114 µM), for the others: top-dose activity change, negative = inhibition, usual class: inhibitors; note: potency is the fitted concentration of half-maximal effect; nearly all actives have a fitted effect of over 60% in size
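TGR 20 nM + NADPH 100 uM (dispensed conc.), cpd preinc 15 min RT; start with NADPH (500 uM addition) then DTNB (15 mM addition). Kinetic TNB absorbance, 405 nm filter. Four-parameter Hill fit across titration.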
AmpC inh detg = inhibitors of E. coli AmpC beta-lactamase with detergent. P00811. AmpC hydrolysis of nitrocefin, absorbance 480 nm, 0.01% Triton. Potency, µM (series often up to 114 µM), inactives show top-dose activity change, negative = inhibition, most hits filed as inhibitors. 370,000 tested, 0.041% active. AID 485294;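 note: potency is the fitted concentration of half-maximal effect; 0% = no-compound wells and -100% = no-enzyme wells; nearly all actives have a fitted effect of over 25% in size; some results filed as inactive show a strong effect at the top dose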
Target sequence (P00811 whole entry, looked up): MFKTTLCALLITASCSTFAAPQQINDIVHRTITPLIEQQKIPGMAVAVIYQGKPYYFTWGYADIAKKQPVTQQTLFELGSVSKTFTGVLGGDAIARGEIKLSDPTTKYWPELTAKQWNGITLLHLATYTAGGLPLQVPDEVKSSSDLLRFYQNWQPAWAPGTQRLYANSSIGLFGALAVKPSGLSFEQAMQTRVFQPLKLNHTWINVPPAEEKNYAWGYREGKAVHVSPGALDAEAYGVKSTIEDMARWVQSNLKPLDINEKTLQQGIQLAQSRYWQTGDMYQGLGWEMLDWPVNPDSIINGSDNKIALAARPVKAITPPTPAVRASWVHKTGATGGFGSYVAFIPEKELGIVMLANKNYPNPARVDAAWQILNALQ
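AmpC (5.3 nM in the dispensed reagent) in 20 mM phosphate pH 7.0 with 0.01% (detergent screen) or 0.0001% Triton X-100 was preincubated with compounds for 15 min at room temperature. Nitrocefin was then added from an 800 uM solution, and hydrolysis was followed at 480 nm.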
FBPA Giardia inh = blocks Giardia fructose-bisphosphate aldolase activity. purified Giardia FBPA. 290,000 tested, 0.71% active. Potency, µM (highest dose often 59.6 µM), for inactives: at the top dose activity, negative = inhibition, usual class: inhibitors; note: potency is the fitted concentration of half-maximal effect; nearly all actives have a fitted effect of over 55% in size
Target sequence (A8B2U2 whole entry, looked up): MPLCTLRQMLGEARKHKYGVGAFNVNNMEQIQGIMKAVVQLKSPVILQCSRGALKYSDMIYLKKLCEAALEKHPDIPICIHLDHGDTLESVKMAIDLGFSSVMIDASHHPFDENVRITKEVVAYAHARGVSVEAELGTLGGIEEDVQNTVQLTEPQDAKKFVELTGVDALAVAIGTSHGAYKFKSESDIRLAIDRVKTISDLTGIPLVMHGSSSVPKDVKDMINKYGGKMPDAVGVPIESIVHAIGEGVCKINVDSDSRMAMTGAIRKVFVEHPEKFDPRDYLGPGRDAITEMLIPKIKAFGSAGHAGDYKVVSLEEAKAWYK
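Giardia FBPA (40 nM reagent) was preincubated 10 min at RT with compound (up to 57.5 uM final), then substrate plus GAPDH/TPI/NAD/arsenate coupling system with diaphorase/resazurin was added; resorufin fluorescence (525/598 nm) was read after 20 min.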
AMA1 RON2 block = AMA1-RON2 (P. falciparum) interaction inhibition; AlphaScreen AMA1-biotinylated RON2 peptide binding; Potency, µM (doses to about 58.2 µM), without a hit: at the highest dose activity change, negative = inhibition, usual class: inhibitors; 360,000 tested, 0.2% active;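 note: potency is the fitted concentration of half-maximal effect; 0% = vehicle wells and -100% = peptide control; nearly all actives have a fitted effect of over 45% in size; some results filed as inactive show a strong effect at the top dose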
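AMA1 (3D7) with his tag at 25 nM final met compounds first, then biotinylated RON2 peptide at 25 nM; detection used donor plus acceptor beads, 10 µg/mL apiece, read by AlphaScreen after 30 min at room temperature.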
AmpC inh no detg = AmpC beta-lactamase inhibition without detergent; P00811; AmpC nitrocefin hydrolysis, absorbance 480 nm, 0.0001% Triton; Potency, µM (top dose mostly 57.1 µM), without a hit: at the top dose activity change, negative = inhibition, actives largely listed as inhibitors; 330,000 tested, 0.52% active; AID 485341;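 note: potency is the fitted concentration of half-maximal effect; plate controls were no compound for no effect and no enzyme for full effect; nearly all actives have a fitted effect of over 20% in size; some results filed as inactive show a strong effect at the top dose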
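20 mM phosphate pH 7.0 + 0.01% (detergent screen) or 0.0001% Triton X-100; 5.3 nM AmpC reagent; cpd preinc 15 min RT; nitrocefin (800 uM stock) to start; A480 q20 s × 4 min; Activity was normalised to no-enzyme and no-compound control wells.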
HCMV antiviral = human cytomegalovirus inhibition; 410,000 tested, 4.5% active; HFF cells, HCMV-luciferase reporter, 72 h; stronger effect = lower value; activity change, negative = inhibition, % at 57.5 µM; in the data active = activity change below about -60%; inconclusive = no clear call, values can overlap the other calls; inactive = above about -39%
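After 16 h attachment at 37C, HFF cells received test compound and HCMV-luciferase (1 PFU/cell); reporter luminescence read 72 h later, data normalized against buffer-only and known inhibitor Salinomycin.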
Numbers without * were called inactive; ? = inconclusive; . = no result given; & = joins results of further samples; [ ] = another dose, or the depositor's remark. Unless noted, calls come from the whole dose curve; as a rule, active = well fitted curve in the direction sought with a large enough effect; inconclusive = small, poorly fitted or top-dose-only effect, or another doubt; inactive = no such curve, though single readings can be large; an effect the other way counts as inactive or inconclusive. Unless noted, % is set by controls: 0 for no effect and ±100 for the full control effect.

SMILES	Sm TGR inh	AmpC inh detg	FBPA Giardia inh	AMA1 RON2 block	AmpC inh no detg	HCMV antiviral
CC(C)CCNC(=O)C1CCC(CNS(=O)(=O)c2cccc3nsnc23)CC1 (centres undefined)	-3%&5%	-7%&24%	.	-3%	10%	21
COC(=O)CN(c1cc([N+](=O)[O-])ccc1OC)S(C)(=O)=O	19%	3%	0%	-7%	-7%	-13
CNC(=O)NC(=O)C(C)OC(=O)CCCc1nc2ccccc2s1 (centres undefined)	6%	-6%	1%	21%	-14%[11.4 µM]	15
COc1ccc(Nc2ccc(N3C(=O)CCCC3=O)cc2[N+](=O)[O-])cc1OC	1%	?	-7%	-10%	-3%	?
Cc1ccccc1NC(=O)CSC1=C(C#N)C(c2ccsc2)CC(=O)N1 (centres undefined)	2%	-1%	0%	3%	-25%	-62*
CCn1c(SCC(=O)Nc2sccc2C(N)=O)nnc1C1CC1	-2%	?	.	34%[activator]	-15%	-13
O=C(Nc1ccc(Oc2ccccc2)cc1)c1ccc(F)c(S(=O)(=O)N2CCN(c3ccccc3F)CC2)c1	0%	1%	.	.	.	-79*
COc1cccc(-c2cc(C(=O)Nc3cccnc3)c3ccccc3n2)c1	3%	?	17%	-15%	-1%	5
CC(C)CC(NC(N)=O)C(=O)OCC(=O)Nc1ccc(OC(F)F)cc1 (centres undefined)	4%	?	-2%	-2%	-9%[11.4 µM]	1
CCc1nnc(NC(=O)C2=CCN(S(=O)(=O)c3ccc(F)cc3)CC2)s1	1%	0%	4%	-3%	-5%	3
CCn1ncc(N2CCOCC2)c(Cl)c1=O	-3%	-3%	-8%	-12%	-4%	34
COC(=O)c1c(NC(=O)COC(=O)CC(NC(C)=O)c2ccccc2)sc(C)c1C (centres undefined)	1%	?	.	0%	14%	-15

The last 7 compounds of the part above are carried over, then new ones follow:
SMILES	Sm TGR inh	AmpC inh detg	FBPA Giardia inh	AMA1 RON2 block	AmpC inh no detg	HCMV antiviral
CCn1c(SCC(=O)Nc2sccc2C(N)=O)nnc1C1CC1	-2%	?	.	34%[activator]	-15%	-13
O=C(Nc1ccc(Oc2ccccc2)cc1)c1ccc(F)c(S(=O)(=O)N2CCN(c3ccccc3F)CC2)c1	0%	1%	.	.	.	-79*
COc1cccc(-c2cc(C(=O)Nc3cccnc3)c3ccccc3n2)c1	3%	?	17%	-15%	-1%	5
CC(C)CC(NC(N)=O)C(=O)OCC(=O)Nc1ccc(OC(F)F)cc1 (centres undefined)	4%	?	-2%	-2%	-9%[11.4 µM]	1
CCc1nnc(NC(=O)C2=CCN(S(=O)(=O)c3ccc(F)cc3)CC2)s1	1%	0%	4%	-3%	-5%	3
CCn1ncc(N2CCOCC2)c(Cl)c1=O	-3%	-3%	-8%	-12%	-4%	34
COC(=O)c1c(NC(=O)COC(=O)CC(NC(C)=O)c2ccccc2)sc(C)c1C (centres undefined)	1%	?	.	0%	14%	-15
COc1ccc(/C=N/NC(=O)CC(=O)NCc2cccnc2)cc1[N+](=O)[O-]	6%	2%	1%	-5%	-5%	-16
Cc1ccc(C(O)(c2ccccc2)c2ccccc2C(C)N(C)C)c(C)c1 (centres undefined)	-13%	-1%	5%	-20%	52%	?
Cc1[nH][nH]c(=O)c1C=NCc1cccc(C(F)(F)F)c1	7%	-7%	1%	-5%	-12%	-29
CC(=O)Nc1ccc(S(=O)(=O)NC(C(=O)O)C2=CCC=CC2)cc1 (centres undefined)	3%	-15%	-2%	3%	-6%	94
CCC1(CC)C(=O)N(C)C(=O)NC1=NC	-2%	-1%	6%	5%	-1%	-5
CCOc1ccc(Cl)cc1CNCCCSc1ncccn1	-1%	-6%	-27%	-1%	-25%	-6
CCN1C(=O)C(=O)N(CC(=O)N(C)CC(=O)Nc2ccccc2C(F)(F)F)C1=O	.	.	.	-1%	-10%	-22
COc1cccc(C2C(C(=O)Nc3ccc(C)cc3C)=C(C)Nc3ncnn32)c1OC (centres undefined)	-23%	-9%	4%	-16%	-14%	14
CCOc1ccc(Cn2nnc(-c3ccc(S(C)(=O)=O)cc3)n2)cc1OCC	-7%	-5%	.	3%	2%	34
O=C(CNC(=S)N(Cc1ccccc1)Cc1ccccc1F)NCCc1ccccc1	12%	7%	-2%	-24%	0%	?
O=C(O)CSc1nnc2n(-c3ccccc3)c(=O)c3ccccc3n12	-15%	?	12%	-3%	-9%	10
COCCNC(=O)Cn1nc(Cc2ccncc2)c2ccccc2c1=O	0%	-8%	-8%	0%	-7%	11
O=C(COC(=O)/C=C/c1ccco1)Nc1ncc(Cl)cc1Cl	45µM*	-9%	1%	4%	-29%	49
O=C(Nc1nnc(SCCC2OCCO2)s1)C1CC(=O)N(c2ccccc2)C1 (centres undefined)	-34%	5%	.	26%	5%	36
CC(C)C(c1nnnn1CCc1ccccc1)N1CCSCC1 (centres undefined)	16%	-1%	-12%	-2%	-2%	-5
CCOCCCNC(=O)C(c1ccc(Cl)cc1)N(Cc1cccs1)C(=O)CNC(C)=O (centres undefined)	-17%	-8%	5%	-8%	115%[activator]	-27
C=CCNC(=O)c1ccc(N(Cc2ccccc2)S(C)(=O)=O)cc1	18%	?	12%	0%	3%	24
CCCN(C(=O)c1ccc(N(C)S(=O)(=O)c2ccc(C)cc2)cc1)C1CCS(=O)(=O)C1 (centres undefined)	0%	-8%	.	19%	55%	-29
CC1=C(C(=O)Nc2ccccc2)C(c2sccc2C)n2nnnc2N1 (centres undefined)	-7%	10%	-3%	.	-17%	.
CCn1nnc2cc(C(=O)NCC(c3ccccc3OC)N(C)C)ccc21 (centres undefined)	?	5%	-5%	15%	9%	-26
O=C(NNC(=O)c1ccccc1F)c1ccc(NS(=O)(=O)c2ccc(F)cc2)cc1	-3%	?	.	58%[activator]	78%[activator]	8
CCN(C(=O)c1coc(=O)c2ccccc12)c1cc(OC)ccc1OC	0%	-9%	-11%	-7%	-4%	76
CN1CCNC(=O)C1CC(=O)NCC1(c2ccccc2)CCCCC1 (centres undefined)	?	10%	-5%	16%	24%	12
CN(Cc1ccco1)C(=O)CSc1nn2c(=O)c(C(C)(C)C)nnc2s1	.	.	.	15%	-13%	-27
Cc1cccc2nc(CSc3ccc(Cl)cc3)cn12	0%	3%	0%	-21%	-12%	-18
Cc1ccc(NC(=O)CSc2nnc(C)n3c2cc2sccc23)c(C)c1	1%	-8%	.	.	.	-38
CCc1ccccc1NC(=O)CSc1nnc(CC)c(CC)n1	-1%	4%	.	.	.	?
COc1cc(/C=C/c2nc3ccccc3c(=O)[nH]2)cc(OC)c1OC	0%	-2%	-23%	2%	-8%	23
COc1ccc(CCC(=O)OCC(=O)Nc2sccc2C#N)cc1	.	.	.	20%	-44%	21
CC(=O)N1C=CN(C(C)=O)C(c2cn(C)c3ccccc23)C1c1cn(C)c2ccccc12 (centres undefined)	1%	-15%	-16%	-16%	195%[activator]	29
COc1ccc(-c2nc(C3CCCCC3)no2)cc1OC	10%	-2%	0%	5%	43%	42
Cc1onc(-c2ccccc2Cl)c1C(=O)OCC(=O)N1CCCCC1	.	.	.	-5%	3%	0
Cn1c(C(=O)N2CCCC(C(=O)O)C2)cc2sccc21 (centres undefined)	18%	5%	7%	5%	-4%	-14
COc1ccc(OC)c(-c2noc(CSc3nnc(-c4ccccc4)n3-c3ccccc3)n2)c1	0%	18%	.	.	.	2
CCOc1ccc(/C=C/C(=O)c2ccc(-c3ccccc3)cc2)cc1	-8%	-13%	0%	-3%[2.32 µM]	-53%	-61*
CCOC(=O)N1CCC(Nc2c(-c3ccccc3)c(=O)c2=O)CC1	45µM*	-3%	1%	-3%	-19%	-14
COc1ccc(NC(=O)C2CCCN(c3c4c(nc5ncnn35)CCC4)C2)cc1OC (centres undefined)	1%	?	-1%	0%	30%	9
CN(C)c1ccc(N=Nc2ccc(S(N)(=O)=O)cc2)cc1	-13%	?	4%	-17%	-30%	84
CCN(CC)c1ccc(NC(=O)COC(=O)C23CCC(=O)N2c2ccccc2S3)cc1 (centres undefined)	-27%	4%	-25%	-19%	4%	19
O=C(CNC(=O)c1ccncc1)N/N=C/c1ccc(O)cc1O	-1%	-2%	27%	77%[activator]	-14%	-35
C/C(=N\NC(=O)CNc1cccc(C)c1)c1ccc(Br)s1	-15%	?	-1%	-8%	-18%	-62*
CCN(CC)CC(O)Cn1c(-c2cccc(Cl)c2)nc2cc(C)c(C)cc21 (centres undefined)	9%	-9%	2%	23%	-19%	21
CN(C(=O)c1cc(COc2ccc(F)c(F)c2)on1)C1CCOC1 (centres undefined)	-4%	2%	.	-10%	10%	-4
Cn1cc(-c2cc3n(n2)CCC(=O)N3CCCC(=O)Nc2ccc(Cl)cc2)c2ccccc21	4%	23%	.	.	.	1
CSCCC(NC(=O)C1CCCCC1)C(=O)Nc1ccc(F)c(Cl)c1 (centres undefined)	-8%	-5%	.	.	.	-2
N#C/C(=C\c1ccc(-c2ccccc2C(=O)O)o1)c1nc2ccccc2[nH]1	-28%	?	3%	-19%	-21%	-15&-32
CC(C)(C)c1nnc(NC(=O)C2CCN(C(=O)c3ccco3)CC2)s1	-9%	-1%	-4%	31%	24%	-7
CCN=c1scc(C)n1/N=C/c1cc(Br)c(O)c(OC)c1	?	-10%	?	-13%	-24%	?
CCCCN(C)S(=O)(=O)c1cc2c3c(c1)CCC(=O)N3CCC2	-10%	?	1%	-7%	-3%	?
CC(=O)NCCCOc1ccc([N+](=O)[O-])cc1Cl	-25%	2%	4%	0%	-9%	10
COc1cc(Cc2cnc(N)nc2N)cc(OC)c1OC	6%&7%	?	6%	7%&-4%	-23%&-11%	?
CCOc1ccc(NC(=O)CSc2nnnn2-c2ccc(C(N)=O)cc2)cc1	8%	0%	-8%	-5%	-9%	-18
Oc1ccccc1-c1nc2cnccn2c1Nc1ccc(Cl)cc1	7%	2%	.	.	.	-40
O=C(NC(=S)N1CCCCC1c1cccnc1)c1ccccc1 (centres undefined)	-13%	?	-26%	117%[activator]	11%	-6
COc1cccc(/C(C)=N/NC(=O)c2ccc(N(C)C)cc2)c1	6%	-4%	1%	-1%	-16%	-17
COCCNC(=S)NNC(=O)c1cccs1	.	0%	-25%	16%	-7%	-2
O=C(/C=C/c1ccc(Br)cc1)NC(=S)N1C[C@H]2C[C@H](C1)c1cccc(=O)n1C2	-18%	-5%	?	101%[activator]	-5%	3
COc1ccccc1CCNC(=O)c1nccnc1C(=O)O	0%	2%	0%	-3%	-13%	.
COc1cc(Br)cc(CN2CCN(C=O)CC2)c1O	-25%	?	-9%	-5%	-3%	-14
Cc1[nH]nc2c1C(c1ccsc1)C1=C(CC(C)(C)CC1=O)N2 (centres undefined)	0%	7%	6%	6%	-26%	-12
O=C(NC(=S)N1CCCCC1)c1cccs1	-7%	?	-27%	39%[activator]	-14%	-3
Cc1ccc(CNC(=O)c2ccc(CS(=O)(=O)Cc3ccc(C)cc3)o2)cc1	6%	4%	.	.	.	-12

High-throughput results as filed in PubChem BioAssay.
